JMJD2C inh = human JMJD2C demethylase inhibition; Q9H3R0; inhibition, % at 2.35 µM; GST-JMJD2C(1-420) H3K9me3 demethylation, DELFIA europium; hit rate 0.069% among 330,000;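 active = more than half of a compound's replicate wells show inhibition beyond 50%, single wells judged on their own value; inconclusive = some, but no more than half, of replicates pass 50% inhibition; inactive = no replicate passes 50% inhibition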;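 note: signal counts dimethyl H3K9 product captured on neutravidin plate; 0% = median of DMSO wells and 100% = 0.3 times that DMSO median; strong numbers were not always called active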
AHR activator = human AHR activation; P35869; AHR-responsive luciferase reporter cells, luminescence; activation, % at 5 µM; hit rate 2.5% among 320,000; AID 2796; in the data active = activation above about 47%;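 note: 0% = vehicle wells and 100% = reference agonist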
Target sequence (P35869 whole entry, looked up): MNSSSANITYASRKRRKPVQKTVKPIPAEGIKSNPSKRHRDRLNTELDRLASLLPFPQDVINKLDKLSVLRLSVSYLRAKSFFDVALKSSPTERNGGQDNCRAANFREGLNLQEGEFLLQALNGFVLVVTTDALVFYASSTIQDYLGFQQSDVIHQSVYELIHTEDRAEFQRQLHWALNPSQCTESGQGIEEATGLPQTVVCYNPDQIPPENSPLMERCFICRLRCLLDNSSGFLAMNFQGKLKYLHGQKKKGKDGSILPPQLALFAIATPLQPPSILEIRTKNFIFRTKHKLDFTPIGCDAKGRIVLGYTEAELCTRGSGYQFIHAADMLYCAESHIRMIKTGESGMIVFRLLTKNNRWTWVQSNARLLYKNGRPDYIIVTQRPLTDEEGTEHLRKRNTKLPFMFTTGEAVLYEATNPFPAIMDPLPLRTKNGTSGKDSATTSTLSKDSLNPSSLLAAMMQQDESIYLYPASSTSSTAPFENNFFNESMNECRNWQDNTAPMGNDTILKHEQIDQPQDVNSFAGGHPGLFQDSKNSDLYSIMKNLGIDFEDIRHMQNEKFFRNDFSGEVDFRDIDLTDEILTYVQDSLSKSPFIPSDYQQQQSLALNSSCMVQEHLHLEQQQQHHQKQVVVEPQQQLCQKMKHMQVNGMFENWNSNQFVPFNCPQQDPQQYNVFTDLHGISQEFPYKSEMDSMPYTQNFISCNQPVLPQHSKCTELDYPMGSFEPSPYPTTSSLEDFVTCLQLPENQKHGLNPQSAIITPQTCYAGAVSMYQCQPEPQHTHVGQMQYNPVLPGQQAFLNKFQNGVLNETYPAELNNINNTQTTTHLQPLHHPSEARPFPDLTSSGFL
CR mimetic SO = yeast age-related superoxide inhibition as caloric restriction mimetic. S. cerevisiae aged cells, superoxide DHE fluorescence; hits give low values. superoxide response (% of plate mean), % at 10 µM. hit rate 0.18% among 330,000;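 active = superoxide response under a set limit, about three screen SD below normal, cut at about 65% in these data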;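 note: yeast aged for seven days with compound at 30 °C before DHE staining; 100% = average MFI of all compound-treated wells on the plate with controls excluded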
RPL19A TOR yeast = modulators of TOR pathway RPL19A-GFP in S. cerevisiae | S. cerevisiae RPL19A-GFP strain, flow cytometry, 3 h; hits give low values | percent response vs DMSO, % at 10 µM | hit rate 0.3% among 330,000 | AID 2025;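 active = percent response vs DMSO below 50%; inconclusive = fewer than 70 events counted for the yeast strain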;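 note: median channel GFP fluorescence of the barcoded RPL19A-GFP strain; ratio of sample median GFP to plate DMSO average so 100% = DMSO; lower means less RPL19A-GFP as with rapamycin TOR inhibition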
LAP4-GFP MLPCN = alters LAP4-GFP fluorescence in TOR pathway yeast screen; GFP response vs DMSO, % at 10 µM; AID 2023; hit rate 0.34% among 320,000; S. cerevisiae LAP4-GFP multiplex, flow cytometry GFP, 3 h; median GFP as percent of DMSO wells;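 active = GFP response vs DMSO above a set limit, about the screen mean plus 3 SD, cut at about 150% in these data; inconclusive = under 70 cell events counted for the yeast strain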
MEP2-GFP yeast = modulators of TOR pathway MEP2-GFP in S. cerevisiae. hit rate 0.51% among 330,000. GFP response vs DMSO, % at 10 µM. S. cerevisiae MEP2-GFP strain, flow cytometry GFP, 3 h; 100% = DMSO control level;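 active = GFP response versus DMSO above a set limit, roughly screen mean plus 3 SD, cut at about 180% in these data; inconclusive = fewer than 70 cells counted for a yeast strain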;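 note: median GFP fluorescence of the barcode-gated MEP2-GFP cells per well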
procasp7 counter = counter-screen for procaspase-3 activators: activators of human procaspase-7; recombinant procaspase-7, Ac-DEVD-pNA absorbance 405 nm; D23A/D198A/D206A triple mutant, cannot self-cleave; scale: DMSO 0, 5 µM enzyme 100; hit rate 0.093% among 330,000; activation, % at 8.5 µM;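 active = percent activation above the screen-wide mean plus 3 SD, cut at about 25% in these data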
Target sequence (P55210 whole entry D23A/D198A/D206A): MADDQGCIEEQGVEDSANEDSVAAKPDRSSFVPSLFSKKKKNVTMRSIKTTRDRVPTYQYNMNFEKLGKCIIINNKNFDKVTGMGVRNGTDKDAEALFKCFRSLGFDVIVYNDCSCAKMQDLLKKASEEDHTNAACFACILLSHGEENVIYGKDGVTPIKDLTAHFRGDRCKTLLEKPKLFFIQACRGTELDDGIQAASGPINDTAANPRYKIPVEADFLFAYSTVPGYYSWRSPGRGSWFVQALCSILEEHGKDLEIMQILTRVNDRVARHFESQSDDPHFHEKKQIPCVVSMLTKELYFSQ
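Assay system: Uncleavable procaspase-7 mutant enzyme | Input: 2 µM procaspase-7 mutant as dispensed | Timing: 1 h compound preincubation, 2 h substrate cleavage, 25 °C | Repeats: One well per compound | Control set: DMSO wells as 0%, DMSO with 5 µM added PC-7 as 100% | Technique: Epi-absorbance of released pNA at 405 nm, two timepoints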
procasp3 activ = activates human procaspase-3 | recombinant procaspase-3 D3A, Ac-DEVD-pNA absorbance 405 nm | activation, % at 8.5 µM | hit rate 0.11% among 330,000 | P42574;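 active = activation above the mean of all tested compounds plus 3 SD, cut at about 21% in these data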;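 note: 0% = DMSO alone and 100% = DMSO wells spiked with extra 5 µM PC-3 D3A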
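Compound: 8.5 µM single point, 0.8% DMSO / Material: Autoprocessing-dead procaspase-3 D3A mutant enzyme / Timing: 1 h preincubation plus 2 h reaction at 25 °C / Medium: Zinc-free HEPES/NaCl buffer with 0.01% Triton X-100 at pH 7.4 / Technique: 405 nm absorbance of p-nitroaniline, reads at 0 and 120 min / Repeats: one well per compound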
The depositor's hits bear a star; u = inconclusive; x = no result given.

SMILES	JMJD2C inh	AHR activator	CR mimetic SO	RPL19A TOR yeast	LAP4-GFP MLPCN	MEP2-GFP yeast	procasp7 counter	procasp3 activ
CCC(C)N1CNc2c(c(=O)[nH]c(=S)n2-c2cccc(C)c2)C1 (stereo not given)	x	0	100	103	109	104	5	0
COc1ccc(/C=C2\SC(=O)N(CC(=O)Nc3ccc(O)cc3)C2=O)cc1OC	3	x	93	98	95	100	x	x
CCN(CC)CCn1c2c(c(SCC(=O)NCc3ccccc3)nc1=O)CCC2	0	0	91	100	112	96	5	2
Nc1nc(CSC(=S)N2CCOCC2)nc(Nc2ccc(F)cc2)n1	-11	22	84	99	94	100	1	-1
CCn1cc(C(=O)NCCCN2CCCC2)c(=O)c2cc(S(=O)(=O)N3CCc4ccccc4C3)ccc21	-7	6	105	105	85	103	3	6
COc1ccccc1N1CCN(C(=O)c2cc(N3C(=O)C4C5CCC(C5)C4C3=O)ccc2Cl)CC1 (stereo not given)	1	0	83	110	89	101	3	-3
Cc1cc(C=O)c(C)n1-c1cccc(C(=O)O)c1	0	1	97	89	89	94	13	-3
O=C(CN1CCS(=O)(=O)CC1)N/N=C/c1cccc(C(F)(F)F)c1	9	2	96	98	93	103	-4	-2
C=CCSc1nnc(NC(=O)CSCc2c(C)noc2C)s1	-2	5	102	93	100	97	2	4
CC(C(=O)O)N1C(=O)/C(=C/C=C/c2ccco2)SC1=S (stereo not given)	18	3	103	102	96	105	-18	-13
O=C(Cn1nc(-c2cccs2)ccc1=O)Nc1ccc(Br)cc1	0	27	105	99	112	112	7	4
COc1ccc(C2=NOC(Cn3nc(C(=O)NCc4ccc(C)cc4)cc3-c3ccccc3)C2)cc1 (stereo not given)	-5	1	x	x	x	x	0	-2
CC(Sc1ccc(Cl)cc1)C(=O)NCC1CCCO1 (stereo not given)	-6	0	117	98	110	108	1	-3
CCOC(=O)c1c(C)c(C(=O)NCc2ccc3c(c2)OCO3)c(C)n1CC	-1	15	102	101	92	101	1	3
COc1cccc(N(CC(=O)NCCSCc2ccc(C)cc2)S(C)(=O)=O)c1	-2	x	102	99	99	108	x	x

4 structures from above, ordered by number of heavy atoms, highest first:
SMILES	JMJD2C inh	AHR activator	CR mimetic SO	RPL19A TOR yeast	LAP4-GFP MLPCN	MEP2-GFP yeast	procasp7 counter	procasp3 activ
COc1ccc(/C=C2\SC(=O)N(CC(=O)Nc3ccc(O)cc3)C2=O)cc1OC	3	x	93	98	95	100	x	x
COc1cccc(N(CC(=O)NCCSCc2ccc(C)cc2)S(C)(=O)=O)c1	-2	x	102	99	99	108	x	x
CCOC(=O)c1c(C)c(C(=O)NCc2ccc3c(c2)OCO3)c(C)n1CC	-1	15	102	101	92	101	1	3
Nc1nc(CSC(=S)N2CCOCC2)nc(Nc2ccc(F)cc2)n1	-11	22	84	99	94	100	1	-1

(more compounds)
SMILES	JMJD2C inh	AHR activator	CR mimetic SO	RPL19A TOR yeast	LAP4-GFP MLPCN	MEP2-GFP yeast	procasp7 counter	procasp3 activ
CCNC(=O)c1ccc(N(C)S(=O)(=O)c2cccs2)cc1	-6	1	112	97	101	101	-2	-11
CNC(=O)c1cccc2cccc(Sc3ccccc3C(=O)O)c12	8	3	90	97	98	85	9	3
N#C/C(=C(/O)CN1CCN(c2ccccc2F)CC1)c1nc(-c2ccccc2)cs1	0	11	95	100	104	104	8	-1
CN(C)c1nc(-c2ccc([N+](=O)[O-])cc2)cs1	-11	-8	90	98	97	103	-16	-13
COCc1c(N)c(C)nc(Cl)c1C#N	5	1	108	96	97	100	5	2
O=C(Cc1ccccc1)Nc1ccc(NC(=O)C2CCCCC2)nc1	16	0	102	98	94	95	1	1
COc1ccc(N2CCN(C(=O)CCc3ccccc3)CC2)cc1	-3	2	113	98	95	102	7	9
Cc1ccc(Cc2nc(-c3cccnc3)no2)cc1	-17	-3	99	102	95	104	-3	2
O=C(CNC(=S)N(Cc1ccccc1F)C1CCCCC1)NCC1CCCO1 (stereo not given)	2	2	91	106	112	111	1	6
C#CCOCCOCCOCCNc1nc(N2CCN(C(=O)[C@H]([C@@H](C)CC)n3cc([C@@H](N)CO)nn3)CC2)nc(N2CCN(C(=O)[C@H](Cc3ccc(O)cc3)n3cc([C@@H](N)C(C)CC)nn3)CC2)n1 (stereo not given in full)	-7	1	x	x	x	x	-2	2
CNS(=O)(=O)c1ccc(C(=O)NCC(=O)NC(C)c2cccs2)cc1 (stereo not given)	-9	0	116	95	95	94	-3	-3
O=C1NC2c3ccccc3C(=O)N2c2c1cnn2-c1ccccc1 (stereo not given)	-14	10	99	88	88	100	4	5
O=C(c1cc2c(s1)CCCC2)N1CCN(CCO)CC1	4	1	134	96	93	91	3	0
O=c1c2cnn(-c3ccc(F)cc3)c2ncn1Cc1cccnc1	-12	6	115	96	101	104	-3	5
Cc1ccccc1NC(=S)NCc1cccs1	8	-1	95	u	u	u	-4	-6
O=S(=O)(c1ccccc1F)N1CCN(Cc2cc3c(cc2O)OCO3)CC1	-1	0	95	103	104	102	-26	-17
COc1ccc(OCC(O)Cn2c(N3CCCCC3)nc3c2c(=O)n(C)c(=O)n3C)cc1 (stereo not given)	-2	5	97	97	98	103	3	0
O=C(CNC(=O)c1ccccc1)NCC(=O)OCC(=O)c1ccccc1	6	-2	106	96	97	95	0	-3
Cc1ccc2c(cnn2C(=O)CCCC(=O)NCc2ccc(F)cc2)c1	-3	0	112	111	110	101	-2	9
Cc1ccc(-c2nc(C#N)c(N3CCC(C(N)=O)CC3)o2)cc1	2	19	97	105	96	108	12	-6
COc1cccc2cc(-c3nnc(-c4ccccc4)o3)c(=O)oc12	8	0	91	108	99	102	4	6
COC(=O)c1cc(C)sc1NC(=O)CN1CCN(C(=O)C2CCCO2)CC1 (stereo not given)	0	-3	90	105	85	104	0	3
CCN(c1ccccc1)S(=O)(=O)c1cccc(C(=O)NCC2(N(C)C)CCCCC2)c1	-6	-3	118	100	99	95	-3	11
CN(C)CC(C)(C)CNC(=S)NCc1ccc2c(c1)OCO2	-2	2	103	103	89	100	-12	-6
O=C(O)CCCC(=O)NNc1nc(-c2ccccc2)c2cc(Cl)ccc2n1	0	2	97	104	94	106	-1	4
CC1=C(C(N)=O)C(c2cccc(OCc3ccccc3)c2)n2nnnc2N1 (stereo not given)	-7	3	94	102	102	104	-4	-6
COc1ccc(OC)c(N(C(=O)c2ccco2)C(C(=O)NC2CCCC2)c2ccc(N3CCOCC3)cc2)c1 (stereo not given)	7	0	96	102	97	106	15	2
Cc1cccc(-n2c(Cc3ccccc3)nnc2SCc2ccc([N+](=O)[O-])cc2)c1	5	1	108	107	94	103	7	-2
Oc1ccc(Cl)cc1CNCc1ccc(C(F)(F)F)cc1	1	-5	86	97	97	107	-3	8
CCCCn1c(N)c(N(CCOC)C(=O)CSc2nnc(-c3ccc(F)cc3)n2N)c(=O)[nH]c1=O	3	2	114	105	105	107	7	-1
CC(=O)NNc1cc(C)nc(N)n1	2	-2	98	93	102	93	12	9
Cc1c(C(=S)Nc2ccccc2)cnn1-c1ccccc1	-4	-4	105	95	114	94	2	-2
CCNC(=O)N1c2ccc(OCC)cc2C(C)=CC1(C)C	5	12	92	87	102	101	-8	-4
O=C(COc1ccccc1)NCC(=O)N/N=C/c1ccccc1	-3	5	102	92	108	88	6	5
COc1ccc(NC(=O)C2CCN(c3ncnc4c3nc3n4CCCCC3)CC2)c(OC)c1	-2	4	105	100	106	98	9	-1
CC(NC(=O)c1ccccc1Br)c1nnc(SCC(=O)NC2=NCCS2)n1C (stereo not given)	3	-2	108	100	96	104	8	8
COc1ccccc1CNc1ccc([N+](=O)[O-])cc1C	2	4	93	100	111	103	4	1
CCOC(=O)c1ccc(S(=O)(=O)NNS(=O)(=O)c2ccc(C)cc2)cc1	-3	2	90	105	118	139	-3	-5
CCOC(=O)Cn1nc(C)n(-c2ccc(C(C)C)cc2)c1=O	1	1	90	100	100	101	3	6
CN(Cc1nc(-c2cnccn2)no1)Cc1n[nH]c2c1CCCCC2	8	1	110	105	109	104	1	0
Cc1cc(=O)[nH]c(SC(C(=O)O)c2ccccc2)n1 (stereo not given)	-5	-1	94	100	90	102	-12	2
COc1ccc(NC(=S)Nc2ccc(S(N)(=O)=O)cc2)c(C)c1	10	-3	96	83	87	88	-7	-1
O=C(Nc1ccc2c(c1)OCO2)c1cc2n(n1)C(C(F)(F)F)CC(c1ccccc1)N2 (stereo not given)	-1	4	100	97	93	100	0	0
CN(C)c1ccc(C#Cc2ccc3cc(CCCO)oc(=O)c3c2)cc1	-2	8	107	82	95	107	-11	-6
CCOC(=O)N1CCN(C(=O)Nc2ccc3nc(C)sc3c2)CC1	-2	-1	112	103	105	102	-2	4
COc1cccc(N2CCN(C(=O)c3cc4c(=O)n(Cc5ccccc5)ccc4nc3C)CC2)c1	5	4	76	100	100	103	0	-1
CC(=O)Nc1ccc(S(=O)(=O)NCC(=O)OCC(=O)N2CCCc3ccccc32)cc1	-1	14	113	102	100	98	-4	-2
CCOC(=O)C1C(=O)OC(C)(C)C1C(CC)C(=O)c1c(C)cc(C)cc1C (stereo not given)	8	-2	103	94	109	88	4	-7
CCOC(=O)c1cn(Cc2ccccc2)nc1-c1ccccc1	4	-1	101	94	114	101	6	6
CC(OC(=O)c1ccc(Cl)nc1)C(=O)Nc1ccc2c(c1)OCO2 (stereo not given)	8	7	94	95	103	99	9	3
CCC(CC)C(=O)Nc1cccc(C(=O)N2CCOCC2)c1	-5	1	89	95	100	107	5	2
COc1ccc(/C=c2\sc3nc(=O)c(C)nn3c2=O)c(OC)c1	7	4	102	95	106	94	10	-5
O=C(CSc1ccc(-c2ccccc2)nn1)N1CCCc2ccccc21	25	3	95	99	96	100	0	15
CS/C(=C\[N+](=O)[O-])Nc1ccc(Cl)cc1	12	25	91	98	102	100	-5	4
Cc1ccc(C)c(S(=O)(=O)N2CCCCC2CCNC(=O)C(=O)NCc2ccncc2)c1 (stereo not given)	-2	6	96	94	99	102	4	-6
O=C1C(=C2SCCCS2)CC/C1=C\c1ccc(F)cc1	2	-3	114	104	106	94	3	-10
O=c1cc(-c2ccccc2)c2cc3c(cc2[nH]1)OCCO3	-23	2	117	92	99	94	1	12
CCO/C=C1/C(=O)N(CC)c2ccccc21	-7	7	92	92	98	118	-3	-7
Cc1ccc(-n2c(=S)[nH]c3c(oc4ccccc43)c2=O)cc1	7	20	108	98	94	95	4	-10
C/C(=N\Nc1ccccn1)c1ccc(C#N)cc1	-2	-3	101	98	101	105	-4	1

Following part
SMILES	JMJD2C inh	AHR activator	CR mimetic SO	RPL19A TOR yeast	LAP4-GFP MLPCN	MEP2-GFP yeast	procasp7 counter	procasp3 activ
CCCCCC1(C)NC(=S)N(c2ccccc2)N1 (stereo not given)	0	4	71	105	96	109	-12	4
Cc1cc(-c2n[nH]c(=S)n2/N=C/c2sccc2C)n[nH]1	-4	112*	97	101	103	106	-4	-8
CCC(Sc1nc(C)cc(C)n1)C(=O)NC1=NN=C(c2ccc(C)cc2)CS1 (stereo not given)	2	17	97	98	89	99	-6	3
C/C(N)=C(/C#N)C(=O)COC(=O)c1ccc(NC(N)=O)cc1	12	7	73	95	107	94	-9	-8
COc1ccccc1/C=C1\SC(=O)N(CC(=O)N(C)C2CCS(=O)(=O)C2)C1=O (stereo not given)	-5	1	99	100	93	95	7	-2

Bioassay records as filed in PubChem BioAssay.
